# SENP8 block-1 – inhibitors of human SENP8 protease | Q96LD8 | purified SENP8, Z-RLRGG-aminoluciferin cleavage, luminescence | inhibition, % at 10 µM | 330,000 compounds, 1.2% hits | AID 2540; in the data active means inhibition above about 50%
# Target sequence (Q96LD8 whole entry, looked up): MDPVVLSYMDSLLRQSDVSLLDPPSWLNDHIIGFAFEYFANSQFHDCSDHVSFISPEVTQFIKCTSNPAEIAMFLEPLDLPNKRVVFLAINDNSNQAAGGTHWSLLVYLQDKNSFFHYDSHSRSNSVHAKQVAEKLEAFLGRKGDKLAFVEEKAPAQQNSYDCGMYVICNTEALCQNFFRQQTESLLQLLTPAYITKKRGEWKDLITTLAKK
# SENP6 inh – inhibitors of human SENP6 protease | Q9GZR1 | Recombinant SENP6 catalytic domain, aminoluciferin luminescence | inhibition, % at 10 µM | 330,000 compounds, 1.8% hits | AID 2599;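 active means inhibition above about 50% at the single tested dose, limit read from the data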;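 further: plate controls were DMSO wells with enzyme for no effect and DMSO wells lacking enzyme for full effect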
# PfG6PD inh – PfG6PD (Plasmodium falciparum) enzyme inhibition | inhibition, % at 20 µM | 350,000 compounds, 0.78% hits | PfGluPho enzyme, NADPH resazurin-diaphorase fluorescence | AID 504690;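 active means inhibition reaching at least a set limit at 20 µM in the primary screen, cut at about 59% in these data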;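 further: 0% = DMSO wells with substrate and 100% = DMSO wells lacking glucose-6-phosphate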
# HKDC1 inhibitor – inhibitors of human hexokinase HKDC1 | recombinant HKDC1, G6PDH/diaphorase resazurin coupled fluorescence | inhibition, % at 20 µM | 340,000 compounds, 0.16% hits | AID 493160;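 active means inhibition above about 35% when tested at 20 µM, limit read from the data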;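 further: plate controls were DMSO wells with enzyme for no effect and DMSO wells lacking enzyme for full effect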
# Target sequence (Q2TB90 whole entry, looked up): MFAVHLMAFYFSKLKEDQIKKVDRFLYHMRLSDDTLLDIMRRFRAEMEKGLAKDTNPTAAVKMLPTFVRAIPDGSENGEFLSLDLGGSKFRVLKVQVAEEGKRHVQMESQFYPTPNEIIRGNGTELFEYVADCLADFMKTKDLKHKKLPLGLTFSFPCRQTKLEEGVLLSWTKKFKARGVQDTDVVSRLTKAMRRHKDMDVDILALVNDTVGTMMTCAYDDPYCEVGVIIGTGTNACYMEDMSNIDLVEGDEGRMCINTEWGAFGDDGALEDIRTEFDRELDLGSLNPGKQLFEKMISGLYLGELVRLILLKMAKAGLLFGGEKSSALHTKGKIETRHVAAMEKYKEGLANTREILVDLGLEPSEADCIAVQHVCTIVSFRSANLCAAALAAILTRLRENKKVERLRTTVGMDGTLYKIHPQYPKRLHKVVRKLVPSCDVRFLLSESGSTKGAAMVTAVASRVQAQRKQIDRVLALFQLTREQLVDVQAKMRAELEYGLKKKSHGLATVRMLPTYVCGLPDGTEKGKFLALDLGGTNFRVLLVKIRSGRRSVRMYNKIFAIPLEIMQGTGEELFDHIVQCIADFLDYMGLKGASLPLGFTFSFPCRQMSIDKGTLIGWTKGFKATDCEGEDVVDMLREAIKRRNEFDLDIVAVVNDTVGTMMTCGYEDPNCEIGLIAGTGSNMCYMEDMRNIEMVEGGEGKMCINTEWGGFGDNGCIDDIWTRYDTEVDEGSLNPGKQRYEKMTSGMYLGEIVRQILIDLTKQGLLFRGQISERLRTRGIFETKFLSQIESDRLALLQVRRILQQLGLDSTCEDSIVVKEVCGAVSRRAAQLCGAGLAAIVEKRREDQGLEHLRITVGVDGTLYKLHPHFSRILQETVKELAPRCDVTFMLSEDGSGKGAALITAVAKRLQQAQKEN
#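 Assay system – recombinant HKDC1 (HK5) hexokinase enzyme, produced in-house · Input – HKDC1 at 5 µg/mL · Reagent – glucose plus 1 mM ATP as hexokinase substrates · Timing – 90 min reaction incubation at room temperature, dark · Measured by – G6PDH/diaphorase-coupled fluorescence, 1 mM NADP, 100 µM resazurin, 525/613 nm · Benchmarks – DMSO-enzyme wells negative, buffer-substituted wells positive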
# UBC13 polyUb – human UBC13 polyubiquitination inhibition; P61088; UBC13 polyubiquitin chain formation, TR-FRET; inhibition, % at 20 µM; 330,000 compounds, 0.47% hits; in the data active means inhibition above about 45%, passing the limit was not always enough
# SENP8 block-2 – blocks human SENP8 cleavage of Nedd8 substrate | Q96LD8 | recombinant SENP8, Nedd8 substrate fluorescence | inhibition, % at 20 µM | 360,000 compounds, 0.64% hits | AID 602440; in the data active means inhibition mostly above about 40%, no sharp cut-off; inactive means mostly below about 27%
# SENP7 block – blocks the human protease SENP7. recombinant SENP7, Z-RLRGG-aminoluciferin luminescence, 40 min. 330,000 compounds, 1.5% hits. inhibition, % at 5 µM;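 active means inhibition above about 50% at the single test dose, limit read from the data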;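 further: plate controls were DMSO with enzyme for no effect and no enzyme buffer wells for full effect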
# beta cell repl – MIN6 beta-cell proliferation induction. MIN6 cells proliferation, ATPlite luminescence, 48 h; cells starved in 0.2% serum; 100% = growth in 10% serum. proliferation, % at 10 µM. 330,000 compounds, 0.29% hits;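 active means compounds whose signal lies at least 3.5 SD above the mean of all wells on their plate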;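 further: 0% = DMSO-treated cells in low-serum medium and 100% = 10% serum control; some compounds called inactive have numbers as strong as hits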
# SENP1 inh – blocks the human SENP1 SUMO protease catalytic domain. Q9P0U3. recombinant SENP1 catalytic domain, CyPet-SUMO1-YPet FRET cleavage. inhibition, % at 10 µM. 360,000 compounds, 0.21% hits. AID 624204;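 active means inhibition at least 30% at 10 µM, raw YFP signal under a set limit, fluorescence ratio 0.5 to 1.5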;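 further: 0% = enzyme with DMSO and 100% = no enzyme wells; some results filed as inactive read as strong as hits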
#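 system = hSENP1 catalytic domain, recombinant | reagent = SFCypet-SUMO1-SFYpet substrate at 25 nM | doses = one dose per compound, 10 µM, 0.5% DMSO | incubation = enzyme reaction for 50 min at room temperature, dark | measured by = FRET, CFP and YFP emission | controls = no-enzyme low, enzyme-DMSO high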
# An asterisk follows results filed as active; i = inactive; nt = not tested or not shown.
SMILES,SENP8 block-1,SENP6 inh,PfG6PD inh,HKDC1 inhibitor,UBC13 polyUb,SENP8 block-2,SENP7 block,beta cell repl,SENP1 inh
Cc1oc2c(cc(NS(=O)(=O)c3ccc4c5c(cccc35)C(=O)N4)c3ccccc32)c1C(=O)OC(C)C,0,13,9,24,-6,-136,3,-6,-11
FC(F)(F)c1cnc(-c2cnc(-c3cccnc3)nc2)c(Cl)c1,12,8,-25,16,-5,11,-2,4,1
O=[N+]([O-])c1ccc(C(=S)N2CCN(Cc3ccccc3)CC2)cc1,1,5,16,1,6,19,10,-1,1
COc1cccc(/C=C/C(=O)Nc2ccccc2N2CCOCC2)c1,-2,13,18,-4,0,16,6,-2,1
CN(C)CCCNC(=O)/C=C/c1ccc(OCc2c(F)cccc2Cl)cc1,-3,-26,-4,7,26,8,-4,-6,0
CCN1/C(=C/c2ccc3cc(C)ccc3[n+]2CC)Sc2ccccc21,-5,-8,-11,-27,i,37,-6,-6,94
CCN(Cc1ccccc1)S(=O)(=O)c1c[nH]c(C(=O)OC)c1,10,18,-10,-4,2,9,1,-1,1
Cc1nc(SCC(=O)N2CCCCC2)c2c(C)c(C)sc2n1,-3,-10,-3,-1,-8,4,-1,-3,-1
CCN(CC(=O)Nc1ccc2c(c1)OCCO2)C(=O)COc1ccc(C)cc1,1,-7,5,5,6,8,-6,0,0
COc1ccc(-n2nc(C(=O)Nc3ccc4c(c3)OCO4)c3ccccc3c2=O)cc1,-8,3,14,-5,-6,0,-3,1,1
O=C(NCc1ccco1)c1ccc(COCC(F)(F)C(F)F)cc1,1,-4,-14,-3,3,31,0,0,-1
O=C(O)c1ccc(C(=O)Nc2cccc3ccccc23)c(C(=O)O)c1,33,67*,10,9,-25,-311,57*,-4,-6
On1c(-c2ccco2)nc2c1CCc1nonc1-2,-2,5,-1,0,-4,-24,-1,-1,1
CCN1C(=O)[C@H]2[C@H]3CN=C(SCc4ccc(C(=O)OC)cc4)N3[C@@](CC)(C(=O)OC)[C@H]2C1=O,nt,nt,-5,-2,nt,9,0,nt,3
COc1ccc(CC(=O)Nc2ccc(OC)nc2)cc1,1,13,-11,18,-2,4,4,-3,0
Cc1ccccc1OCc1nc(C#N)c(N2CCCC2)o1,8,-20,-5,-6,0,16,12,-1,1
COc1cccc(C(=O)NCCS(=O)(=O)N2CCOCC2)c1,3,-6,0,-3,3,2,0,3,-1
O=c1cc(-c2ccc(O)cc2)oc2cc(O)c(C3OC(CO)C(O)C(O)C3O)c(O)c12 (stereo not drawn),-7,-15,0,1,1,-3,4,9.0*,-184
O=C(COC(=O)c1cccc(Br)c1)NCC1CCCO1 (stereo not drawn),-10,-5,-7,-3,-2,14,11,-1,1
CCN(CC)S(=O)(=O)c1ccc(Cl)c(NC(=O)CSc2nnc(-c3cccs3)o2)c1,-2,0,-19,6,7,-5,8,0,0
CCCNC(=O)Nc1cc(C)on1,2,-18,-14,-5,-2,12,2,2,2
CNC(=S)Nc1ccc([N+](=O)[O-])cc1,-4,-25,-6,-7,-5,16,-6,-4,4
O=C(Nn1c(C2CCC2)nc2ccccc2c1=O)c1cccs1,2,-18,-6,-5,8,11,8,-4,2
c1ccc(-c2nnc(SCCC3OCCCO3)o2)cc1,-13,-16,6,5,-18,13,1,-4,1
CC(=O)Nc1ccc(N/C(=N\S(=O)(=O)c2ccccc2)c2ccccc2)cc1,1,-15,19,0,11,-5,3,1,-1

# Compound profiles, as listed above. Order of values: SENP8 block-1	SENP6 inh	PfG6PD inh	HKDC1 inhibitor	UBC13 polyUb	SENP8 block-2	SENP7 block	beta cell repl	SENP1 inh
# CN(C)CCCNC(=O)/C=C/c1ccc(OCc2c(F)cccc2Cl)cc1 as listed: -3	-26	-4	7	26	8	-4	-6	0
# CCCNC(=O)Nc1cc(C)on1 as listed: 2	-18	-14	-5	-2	12	2	2	2
# FC(F)(F)c1cnc(-c2cnc(-c3cccnc3)nc2)c(Cl)c1 as listed: 12	8	-25	16	-5	11	-2	4	1

# The listing continues.
SMILES,SENP8 block-1,SENP6 inh,PfG6PD inh,HKDC1 inhibitor,UBC13 polyUb,SENP8 block-2,SENP7 block,beta cell repl,SENP1 inh
CC(CNC(=S)Nc1cc(F)cc(F)c1)CSc1ccc(Cl)cc1 (stereo not drawn),1,1,1,-8,6,22,11,-6,2
COc1cc(Cl)c(C)cc1NC(=O)COC(=O)c1cnc(C)cn1,-5,-5,-7,-4,0,13,5,0,2
Cc1cc(-c2ccccc2)nc2cc(C(N)=O)nn12,-14,-18,2,7,8,-405,7,-3,-2
C[C@H](CO)N1C[C@H](C)[C@@H](CN(C)S(=O)(=O)c2ccc(F)cc2)Oc2c(NC(=O)c3ccncc3)cccc2C1=O,nt,nt,5,-4,nt,-1,nt,nt,-2
O=C(C[n+]1cc(Br)cc(Br)c1)c1ccccc1,-9,-16,9,0,-2,13,-9,-4,-5
COC(=O)c1ccc(N2CCOCC2)c(F)c1,-3,-2,-7,-8,3,22,7,-3,2
O=C(N/N=C/c1c(F)cccc1Cl)C1CC1,7,-15,0,-4,4,16,-8,-5,0
CCN(CC)C(c1ccc(F)cc1)c1nnnn1CC1CCCO1 (stereo not drawn),7,-1,-13,5,6,45*,0,6,2
Cc1ccc(N(Cc2ccccc2)C(=O)c2ccc(C)c(S(=O)(=O)N3CCOCC3)c2)cc1,-2,6,25,6,-1,12,2,-5,1
CS(=O)(=O)N(CC(=O)N1CCCC1)Cc1ccc(Cl)c(Cl)c1,-7,5,10,-4,-2,19,2,2,0
CCOC(=O)C1=C(COC(=O)c2ccco2)NC(=O)NC1CC (stereo not drawn),7,-1,0,3,14,10,-9,-1,-2
O=C(Oc1cccc2cccnc12)c1ccc(N2C(=O)C3C4CCC(C4)C3C2=O)cc1 (stereo not drawn),5,23,-6,4,0,13,8,0,2
CCc1nnc(NC(=O)CSc2ccc(-c3ccccc3OC)nn2)s1,-4,12,-8,-3,12,2,2,-3,2
Cc1nnc2sc(-c3ccco3)nn12,-5,-22,-6,-9,-7,17,-3,-2,0
COc1cccc(OC)c1C(=O)Nc1ccc(N2CCN(S(C)(=O)=O)CC2)cc1,1,-6,-5,-3,1,4,-2,2,0
CC1=CC(C)(C)N(S(=O)(=O)c2ccc(F)cc2)c2ccccc21,0,-4,18,-2,9,20,0,-2,-2
CCOc1ccccc1CNC(=O)C1CCCN(c2nn3c(=O)cc(C)nc3s2)C1 (stereo not drawn),1,2,2,-7,0,4,-3,-2,0
CN(C)CC(=O)N1c2ccccc2CCc2ccc(NC(=O)c3ccc(N)cc3)cc21,2,-3,3,-3,13,11,2,0,3
CC1(C)Cc2nc(-c3ccccc3)n3cnnc3c2CO1,-12,-19,-2,-3,-1,22,8,0,2
O=C(NC1CCCCC1)c1cc(N2C(=O)CCC2=O)ccc1Cl,1,-20,-24,-5,-8,10,-5,4,1
CC(CC(=O)Nc1ccc2c(c1)OCCO2)c1ccccc1 (stereo not drawn),-11,-21,12,0,-4,7,-7,-2,-1
O=[N+]([O-])c1ccccc1CNCCCCO,-14,0,11,4,-2,-15,7,-2,2
CCCCOc1ccccc1P(=O)(O)CP(=O)(c1ccccc1)c1ccccc1,-4,1,-6,0,-2,25,4,-5,2
Cc1nn(C)c(C)c1CN(C)C(=O)c1cnn2c1NC(c1ccccc1)CC2C(F)(F)F (stereo not drawn),-5,-7,-6,-7,2,11,-3,-2,3
COc1cccc(/C=N/NC(=O)c2nnn(-c3nonc3N)c2CN(C)c2ccccc2)c1,-3,-4,38,3,-15,12,-11,-1,2

# Records above that bear a hit mark in SENP7 block.
SMILES	SENP6 inh	PfG6PD inh	HKDC1 inhibitor	UBC13 polyUb	SENP7 block	SENP1 inh
O=C(O)c1ccc(C(=O)Nc2cccc3ccccc23)c(C(=O)O)c1	67*	10	9	-25	57*	-6

# Next entries:
SMILES,SENP8 block-1,SENP6 inh,PfG6PD inh,HKDC1 inhibitor,UBC13 polyUb,SENP8 block-2,SENP7 block,beta cell repl,SENP1 inh
CCN(CC)CCCNC(=O)COc1ccc2oc3c(c2c1)CCCC3,2,-10,9,0,11,3,3,1,1
C/C(=N\Nc1nc2ccccc2[nH]1)c1cccs1,34,61*,27,-4,-7,-49,65*,-4,-10
Cc1ccc(NC(=O)Cc2nc(CSc3nnc(-c4ccc5c(c4)OCO5)o3)cs2)cc1,-6,10,8,9,6,-4,9,-4,-10
Cc1noc(C)c1S(=O)(=O)N(C)CC(=O)Nc1ccc(F)cc1,-2,-7,-11,7,-16,15,13,1,0
O=c1nc(-c2ccccc2Cl)c2cc(F)ccc2[nH]1,-7,-9,-4,-4,9,-319,7,-1,-21
COC(=O)Nc1ccc(NC(C)=O)cc1,-5,1,-12,-4,0,8,-6,0,1
C#CC(CCN1CCCCC1)(OC)c1ccccc1 (stereo not drawn),1,-27,-12,1,10,6,-11,1,1
Cc1cc(C)nc(NNS(=O)(=O)c2c(F)cc(F)cc2Br)n1,-17,-7,21,1,-20,7,-1,-2,2
CCOC(=O)N1CCN(C(=O)C2CCN(S(=O)(=O)c3cc(Cl)ccc3Cl)CC2)CC1,-11,-7,-10,-11,-13,17,-6,-1,0
COc1ccc(NC(=S)Nc2ncccc2C)c(OC)c1,-12,-1,2,-4,-2,13,-10,-3,3
CCN(CC)CCNC(=O)C(=O)NCC1OCCN1S(=O)(=O)c1cccs1 (stereo not drawn),0,-3,-3,-1,16,10,2,6,-2
CCc1ccccc1N1C(=O)C2C3C=CC(CC3)C2C1=O (stereo not drawn),3,-9,8,-6,3,8,6,2,1
Clc1ccc(/C=N/NC2=Nc3cccc4cccc2c34)cc1,-18,-22,31,-6,-26,25,2,0,18
COc1cccc2cc(C(=O)OCC(=O)NCc3ccc4c(c3)OCO4)c(=O)oc12,0,33,23,7,-10,-20,-1,-3,-1
COc1ccc([N+](=O)[O-])cc1N(CC(=O)O)S(C)(=O)=O,0,6,12,-13,1,9,-4,-1,0
COc1ccc(/C=C/C(=O)c2ccc(Cl)cc2)c(OC)c1,-6,-6,23,2,-15,-31,-18,-6,-49
COc1ccc(N2CCN(C(=O)c3cc(C)oc3C)CC2)cc1,-8,-15,-1,1,-3,5,14,-4,1
O=c1[nH]c(=O)n(C2CCCO2)cc1Br (stereo not drawn),-9,-24,9,1,-2,25,-13,0,0
CCOc1ccccc1C1CC(=O)NC2=C1C(=O)CC(C)(C)C2 (stereo not drawn),-12,-22,-1,0,2,17,9,-2,-1
CCN(CC)CCOC(=O)c1cccc(OC)c1,-1,-2,-34,-13,-1,14,9,0,-1
Cc1cc2cc(CN(CC3CCCO3)C(=S)NCc3ccco3)c(=O)[nH]c2cc1C (stereo not drawn),-13,-12,8,-5,-6,-54,-11,0,-8
Cc1cc(C)cc(N(CCC#N)C(=O)CN2C(=O)NC3(CCCC3)C2=O)c1,8,13,-9,-7,2,8,-8,0,1
CCOc1ccc(NC(=O)COc2ccc(C(=O)N3CCC(C(N)=O)CC3)cc2OC)cc1,6,-1,0,-1,-1,2,4,10,-2
CCOC(=O)c1c(S(=O)(=O)N(C)C2CCCCC2)c(C)n(C)c1C,2,6,-1,-2,-1,5,-2,1,-1
CCOc1ccc(N2C(=O)CC(Cc3cc(C)cc(C)c3)C2=O)cc1 (stereo not drawn),-9,-5,19,-2,-4,14,-7,-1,1
Cc1ccc(/C=C/C(=O)O)cc1S(=O)(=O)NCCCO,-7,-5,0,-6,-3,26,6,-1,1

# Compound activity from PubChem.
